Screens deposited in PubChem BioAssay by National Center for Advancing Translational Sciences (NCATS).
GLP1R ag = qHTS of GLP-1 Receptor Agonists | HEK293 GLP-1R CRE-luciferase, luminescence, 4-6 h; cells express a hypersensitive GLP-1R form | Potency, µM (titrated, usually from 45.6 µM), inactives show at the highest dose activation, hits mostly activators | hit rate 0.007% among 380,000 | AID 624172, 2012; also: potency is read from the fitted curve at half-maximal effect; % of control where 0% means no effect
EPAC1 ag = qHTS for Agonist of cAMP-regulated guanine nucleotide exchange factor 3 (EPAC1): primary screen; Rap guanine nucleotide exchange factor 3 (Homo sapiens), O95398; EPAC1 agonist qHTS, biochemical assay; response scale: 100% = response to 6.5 mM cAMP; Potency, µM (highest dose often 154 µM), for the others: at the top dose activation, usual class: activators; hit rate 0.073% among 360,000; also: potency is read from the fitted curve at half-maximal effect; nearly all actives have a fitted effect of over 60% in size
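Compounds were pinned as a concentration titration into mixtures of EPAC1 (100 nM), BODIPY-GDP-loaded Rap1B (250 nM) and GDP (50 uM). After 5 min at room temperature, fluorescence was followed for 30 min; activity was scaled to 6.5 mM cAMP.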
PLK1 PBD inh = qHTS for Inhibitors of PLK1-PDB (polo-like kinase 1 - polo-box domain): Primary Screen; Serine/threonine-protein kinase PLK1 (Homo sapiens), P53350; Plk1 PBD binding of FITC phosphopeptide, fluorescence polarization; Potency, µM, inactives show max response, negative = inhibition, usual class: inhibitors; hit rate 2.8% among 360,000; AID 720504, 2013; also: potency is read from the fitted curve at half-maximal effect; series mostly up to about 57 µM; % is scaled to controls: 0 for no effect and ±100 for the full control effect; nearly all actives have a fitted effect of over 65% in size
Target sequence (P53350 whole entry, looked up, the tested form may be a part): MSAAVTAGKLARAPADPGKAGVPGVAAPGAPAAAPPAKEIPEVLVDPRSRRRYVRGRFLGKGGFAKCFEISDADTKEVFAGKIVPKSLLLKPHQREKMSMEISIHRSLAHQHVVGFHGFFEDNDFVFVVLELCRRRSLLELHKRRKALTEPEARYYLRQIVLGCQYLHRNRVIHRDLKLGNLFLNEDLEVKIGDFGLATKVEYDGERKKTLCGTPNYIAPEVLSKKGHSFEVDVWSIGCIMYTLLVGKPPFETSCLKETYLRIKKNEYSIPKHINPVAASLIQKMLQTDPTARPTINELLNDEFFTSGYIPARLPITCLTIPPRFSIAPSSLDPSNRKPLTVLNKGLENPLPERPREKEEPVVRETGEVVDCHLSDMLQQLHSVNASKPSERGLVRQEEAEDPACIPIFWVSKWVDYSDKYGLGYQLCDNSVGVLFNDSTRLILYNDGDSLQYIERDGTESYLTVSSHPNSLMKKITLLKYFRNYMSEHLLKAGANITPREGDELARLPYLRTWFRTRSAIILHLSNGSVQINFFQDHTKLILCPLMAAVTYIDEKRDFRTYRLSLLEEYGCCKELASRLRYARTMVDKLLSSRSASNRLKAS
GLP1R inv ag = qHTS of GLP-1 Receptor Inverse Agonists (Inhibition Mode); hit rate 1.6% among 410,000; AID 624417, 2012; HEK293 GLP-1R CRE-luciferase, luminescence, 24 h; GLP-1R form is constitutively active; Potency, µM (highest dose often 38.3 µM), inactives show at the top dose activity change, negative = inhibition, actives largely listed as inhibitors; also: potency is read from the fitted curve at half-maximal effect; % is scaled to controls: 0 for no effect and ±100 for the full control effect; nearly all actives have a fitted effect of over 55% in size
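Seeding at 200 cells/uL, 12 h culture, 24 hr compound treatment, then luciferase reagent and a luminescence read; cells are HEK293 stably expressing a constitutively active GLP-1R plus cAMP-responsive luciferase.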
GLP1R cytotox = qHTS of GLP-1 Receptor Inverse Agonists: Cytotox Screen. AID 624418, 2012. Potency, µM (titrated, usually from 38.3 µM), for inactives: at the highest dose activity change, negative = inhibition, usual class: inhibitors. HEK293 cAMP-luciferase reporter cells, luminescence, 24 h. hit rate 0.13% among 410,000;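 also: loss of luciferase light is scored as toxicity; potency is read from the fitted curve at half-maximal effect; % is scaled to controls: 0 for no effect and ±100 for the full control effect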
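A 23 nL compound transfer followed 12 hours of cell culture at 37 deg C; exposure then lasted 24 hr. Luciferase assay detection reagent was dispensed and plates read for luminescence after a 12 min room-temperature wait.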
EPAC1 antag = qHTS for Antagonist of cAMP-regulated guanine nucleotide exchange factor 3 (EPAC1): primary screen | Rap guanine nucleotide exchange factor 3 (Homo sapiens), O95398 | EPAC1 GEF assay, Rap1b-BODIPY-GDP exchange fluorescence | Potency, µM (top dose mostly 115 µM), inactives show at the top dose activity change, negative = inhibition, hits mostly inhibitors | hit rate 0.14% among 360,000;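 also: potency is read from the fitted curve at half-maximal effect; plate controls were vehicle for no effect and positive control for full effect; nearly all actives have a fitted effect of over 50% in size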
IL2 activator = qHTS of IL-2 Activators; IL-2 activation reporter assay, cell-based qHTS; stimulated with anti-CD3/CD4/CD28 beads; in transgenic mouse T cells; AID 652025, 2013; activation, % (series mostly up to about 46 µM); hit rate 0.065% among 360,000; in the data active = activation above about 50%; inconclusive = mostly about 30% to 49%; also: 0% is about no effect
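Using fluorescent plate cytometry, EGFP and DsRed are detected in transgenic mouse T cells stimulated 18 h at 37 degrees C with antibody-coated beads after 60 min compound pretreatment.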
PI5P4Ka inh = qHTS for Inhibitors of phosphatidylinositol 5-phosphate 4-kinase (PI5P4K) | hit rate 1.2% among 330,000 | max response, % | PI5P4Kalpha enzyme, ADP-Glo luminescence, 60 min; stronger effect = lower value | Phosphatidylinositol 5-phosphate 4-kinase type-2 alpha (Homo sapiens), P48426 | AID 652105, 2013; active = max response of -50% or lower; inconclusive = between -30% and -50%; inactive = -30% or higher; also: value at the top dose of about 77 µM; % is scaled to controls: 0 for no effect and ±100 for the full control effect
Target sequence (P48426 whole entry, looked up): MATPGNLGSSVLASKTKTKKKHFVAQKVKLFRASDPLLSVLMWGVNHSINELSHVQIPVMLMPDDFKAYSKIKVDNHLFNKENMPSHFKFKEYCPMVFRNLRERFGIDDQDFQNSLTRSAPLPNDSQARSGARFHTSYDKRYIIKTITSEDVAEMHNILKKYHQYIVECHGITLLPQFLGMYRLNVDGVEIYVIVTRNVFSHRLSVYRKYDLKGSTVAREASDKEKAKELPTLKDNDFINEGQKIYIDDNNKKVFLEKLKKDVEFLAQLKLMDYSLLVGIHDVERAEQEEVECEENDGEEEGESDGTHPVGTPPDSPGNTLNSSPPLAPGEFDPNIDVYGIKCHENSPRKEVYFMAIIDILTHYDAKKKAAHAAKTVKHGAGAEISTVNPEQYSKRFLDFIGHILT
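Reactions run in 0.038 M HEPES pH 7.4, 0.28 mM EGTA, 0.1% CHAPS and 5% DMSO, with PI5P4Kalpha, substrate, compound and 5 microM ATP final, one hour at room temperature. Readout is ADP-Glo luminescence.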
PTHR1 ag = qHTS for PTHR1 Agonists: Primary Screen; Parathyroid hormone/parathyroid hormone-related peptide receptor (Homo sapiens), Q03431; HEK293 GP2 PTHR1 cells, GloSensor cAMP luminescence, 1 h; Potency, µM (titrated, usually from 115 µM), inactives show at the top dose activation, hits mostly activators; hit rate 0.075% among 410,000; AID 743266, 2014; also: potency is read from the fitted curve at half-maximal effect; nearly all actives have a fitted effect of over 55% in size; some results filed as inactive show a strong effect at the top dose; inactives centre near -15; many of its hits are not listed in these tables
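HEK-293-derived GP2 cells expressing PTHR1 and a GloSensor cAMP reporter, 3,000/well, plated overnight, given luciferin plus IBMX (each 0.5 mM as added) for 1 h at 37 °C, then compound for 1 h at 37 °C. Luminescence was read after 15 min at room temperature.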
An asterisk follows results filed as active; i = inactive; ? = inconclusive; . = not tested or not shown; [ ] = dose if it differs, or a comment. Unless noted, calls follow the shape of the dose curve; as a rule, active = well fitted curve in the direction sought with a large enough effect; inconclusive = small, poorly fitted or top-dose-only effect, or another doubt; inactive = no such curve, though single readings can be large; an effect the other way counts as inactive or inconclusive. This is a subset. The share of hits here may be higher or lower than overall.

No.	canonical_smiles	GLP1R ag	EPAC1 ag	PLK1 PBD inh	GLP1R inv ag	GLP1R cytotox
1	COc1ccc(N(C(=O)c2ccco2)C(C(=O)NC2CCCC2)c2ccc(N(C)C)cc2)cc1 (stereo not given)	-8%	13%	-8%	-29%	-2%
2	O=C(Nc1cnn(Cc2ccc(F)cc2)c1)C(c1ccccc1)c1ccccc1	0%	13%	-7%	4.5µM*	-13%
3	Cc1nc2cc(C(F)(F)F)ccc2n1C1CCN(CC(=O)NC(C)(C)C)CC1	0%	7%	0%	-5%	-5%
4	CCN1CCN(CCCNC(=O)c2cc3sccc3n2CC)CC1	1%	1%	-18%	17%	-1%
5	Cc1ccc([N+](=O)[O-])cc1S(=O)(=O)Nc1ccccn1	3%	0%	-12%	-3%	-3%
6	CC(C)N1CCC(NC(=O)NC2CCCCC2)CC1	2%	-2%	-1%	11%	21%
7	Cc1ccc(CNC(=O)CN2C(=O)COc3ccc(C)cc32)cc1	-1%	-4%	1%	4%	-54%
8	Cc1nc2oc3ccc(F)cc3c(=O)c2cc1C(=O)O	12%	7%	-6%	9%	-1%
9	Cn1c(=O)c2c(nc(SCC(=O)NCc3ccco3)n2C)n(C)c1=O	1%	0%	-6%	19%	15%
10	O=c1[nH]c(CN2CCN(C/C=C/c3ccccc3)CC2)nc2cc(Cl)ccc12	-6%	-4%	0%	0%	-4%
11	CCCCNC(=O)N1CCN(c2ncccn2)CC1	-1%	-1%	?	27%	20%
12	Cc1cc(C(=O)CSc2nn(-c3ccccc3)c(=S)s2)c(C)n1Cc1ccco1	-4%	7%	-8%	0%	-4%

No.	EPAC1 antag	IL2 activator	PI5P4Ka inh	PTHR1 ag
1	-6%	-0.6	0	-12%[57.5 µM]
2	-18%	-3.3	1	-49%[inhibitor]
3	?	-1.1	.	-4%[57.5 µM]
4	-6%	-0.8	2	-5%
5	5%	0.6	7	-5%
6	21%	-0.8	-7	i
7	-2%	-0.9	-3	-23%
8	-24%	0.1	-18	i
9	-5%	-0.6	.	?
10	-1%	-1.6	.	-14%
11	1%	-1.3	1	i
12	1%	-3.9	.	-12%

Screen by screen, quoted from above:
Nos. 5–8 in PTHR1 ag: -5%, i, -23%, i
Nos. 5–8 in GLP1R inv ag: -3%, 11%, 4%, 9%
Nos. 5–8 in PI5P4Ka inh: 7, -7, -3, -18

Next results.
No.	canonical_smiles	GLP1R ag	EPAC1 ag	PLK1 PBD inh	GLP1R inv ag	GLP1R cytotox
13	COC(=O)[C@@]12C[C@@H](CC(=O)N3CCC(c4ccccc4)CC3)C(=O)N(Cc3ccccc3)C1=CCC(C)(C)C2	.	-1%	-1%	?	-10%
14	CCN=C1SC(CC(=O)Nc2ccc(C)cc2)C(=O)N1CC (stereo not given)	1%	-4%	-1%	-9%	-6%
15	O=C(NCc1ccc2[nH]c3c(c2c1)CCCC3)c1ccc(S(=O)(=O)N2CCCC2)cc1	-6%	-18%	-4%	11%	10%
16	COc1cccc(NC(=O)CC2C(=O)NC3CCCCC3N2C(=O)c2ccccc2)c1 (stereo not given)	12%	-1%	-7%	11%	2%
17	Cc1ccccc1Cn1cc(NC(=O)CCCn2nc([N+](=O)[O-])cc2C)cn1	15%	-4%	-7%	-11%	0%
18	Cc1c(C(=O)N2CCOCC2)c(S(=O)(=O)Nc2cccc(F)c2)c(C)n1C	-6%	-10%	-12%	2%	-5%
19	COc1ccc(OC)c(-c2csc(NC(=O)CN3C(=O)NC4(CCCC4)C3=O)n2)c1	6%	-1%	-2%	-26%	-3%
20	Cn1nc(C(=O)Nc2ccc3c(c2)OCO3)c2ccccc2c1=O	-6%	5%	-10%	76%[activator]	12%
21	O=C(Nc1cccc(N=Cc2cc(Br)cc(Br)c2O)c1)c1ccco1	-2%	-5%	?	?	36%[activator]
22	Cc1ccc(C2/C(=C(\O)c3cnn(-c4ccccc4)c3C)C(=O)C(=O)N2CCN(C)C)o1 (stereo not given)	-8%	-8%	-16%	8%	0%
23	CN(C(=O)c1ccc(NC(=O)Cc2ccc(NC(=O)C3CCN(C(=O)C4CC4)CC3)cc2)cc1)C1CC1	-5%	11%	-8%	28%	8%
24	CCSc1nnc(NC(=O)c2cc(C)on2)s1	-5%	12%	-7%	0%	-5%

No.	EPAC1 antag	IL2 activator	PI5P4Ka inh	PTHR1 ag
13	7%	-0.7	3	-23%
14	18%	-0.3	2	i
15	-1%	-0.4	-4	-6%
16	-5%	-1.9	7	i
17	6%	0.1	1	-7%
18	-11%	-3.2	1	-2%
19	-22%	0.9	-1	i
20	-10%	0.7	4	15%
21	1%	0.3	-59*	-8%
22	-15%	-0.1	2	i
23	-12%	2.0	5	-22%
24	-15%	-3.4	.	-7%

Other structures:
No.	canonical_smiles	GLP1R ag	EPAC1 ag	PLK1 PBD inh	GLP1R inv ag	GLP1R cytotox
25	O=C(NC(=S)Nc1ccc(O)cc1)c1ccccc1Cl	16%	3%	1%	-11%	-18%
26	Cc1cccc(NC(=S)NN2CCN(C)CC2)c1C	1%	10%	-2%	4%	1%
27	CC(NC(=O)CN1C(=O)NC2(CCCC2)C1=O)c1ccc(Cl)cc1Cl (stereo not given)	-1%	-2%	-2%	?	-18%
28	CC(CN1CCOCC1)C(=O)c1ccccc1 (stereo not given)	-7%	4%	-9%	-1%	-4%
29	CSCCC(NC(=O)c1ccc([N+](=O)[O-])cc1Cl)C(=O)OCC(=O)NCCCc1ccccc1 (stereo not given)	15%	10%	-7%	20%	13%
30	COc1cccc(CN2CC(C(=O)NCc3ccc(Cl)s3)CCC2=O)c1 (stereo not given)	5%	-2%	0%	-11%	-13%
31	Cc1cccc(CNc2ncnc3ccc(-c4ccc5c(c4)OCO5)cc23)c1	8%	4%	.	.	.
32	Cc1ccc(S(=O)(=O)N2CC(O)C[C@H]2C(=O)OCC(=O)Nc2ccc(N3CCCCC3)cc2)cc1C (stereo not given in full)	-5%	1%	-9%	-15%	9%
33	Nc1cc(N2CCCCC2)c(Cl)cc1[N+](=O)[O-]	13%	8%	-1%	-29%	-31%
34	COc1ccc(C(=O)NC(=S)Nc2cccnc2)cc1OC	11%	10%	-4%	16%	0%
35	Cc1ccc(-c2csc3nc[nH]c(=S)c23)cc1	3%	4%	-11%	-19%	-17%
36	CCOC(=O)c1ccc(NC(=O)CSc2nnc(C3CC3)n2C)cc1	7%	-7%	-4%	5%	-17%

No.	EPAC1 antag	IL2 activator	PI5P4Ka inh	PTHR1 ag
25	-5%	1.3	1	-14%
26	0%	-0.2	0	i
27	-9%	1.1	0	i
28	7%	-1.3	.	-7%[57.5 µM]
29	-12%	-1.5	-6	7%
30	-16%	-2.7	-7	i
31	-8%	0.4	.	-53%[inhibitor]
32	-11%	1.8	2	-3%
33	-9%	-3.1	4	-3%[57.5 µM]
34	-11%	1.4	2	6%
35	-4%	0.2	-13	-6%
36	1%	-3.1	2	-26%

Whole records, quoted from the list. Order of values: GLP1R ag	EPAC1 ag	PLK1 PBD inh	GLP1R inv ag	GLP1R cytotox	EPAC1 antag	IL2 activator	PI5P4Ka inh	PTHR1 ag
Cc1cccc(NC(=S)NN2CCN(C)CC2)c1C reads 1%	10%	-2%	4%	1%	0%	-0.2	0	i
Nc1cc(N2CCCCC2)c(Cl)cc1[N+](=O)[O-] reads 13%	8%	-1%	-29%	-31%	-9%	-3.1	4	-3%[57.5 µM]

(list continues)
No.	canonical_smiles	GLP1R ag	EPAC1 ag	PLK1 PBD inh	GLP1R inv ag	GLP1R cytotox
37	Cc1ccc(NS(=O)(=O)c2ccc(C(=O)NCc3ccncc3)cc2)cc1	0%	3%	-4%	1%	6%
38	CCOC(=O)Cc1csc(SCC(=O)Nc2sc3c(c2C(N)=O)CCC3)n1	-1%	-1%	?	-3%	-11%
39	CCOc1ccc2nc(SCC(=O)NC3CCCCC3)[nH]c2c1	18%	2%	-3%	?	-10%
40	OC1(c2ccccc2F)CCN(Cc2nnnn2Cc2ccc(F)cc2)CC1	0%	-3%	-3%	-6%	2%
41	CC(CCc1ccccc1)NCC#N (stereo not given)	7%	5%	-13%	23%	1%
42	CCCc1c(C(=O)N/N=C/c2sccc2C)nnn1-c1nonc1N	6%	4%	-17%	7%	-8%
43	CCOC(=O)C1=CC[C@@H](c2ccccc2)N(S(=O)(=O)c2ccc(C)cc2)[C@H]1C=C(C)C	9%	-15%	-9%	?	23%
44	Oc1ccc(C[C@@H]2CNCCN2CCc2cc(C(F)(F)F)cc(C(F)(F)F)c2)cc1	5%	1%	-8%	?	-53%
45	CCC(=O)Nc1ccccc1C(=O)OC(c1ccccc1)c1ccccc1	3%	11%	1%	?	2%
46	Cc1cccc(-n2c(N)c(C(=O)N3CCN(C)CC3)sc2=S)c1	-11%	-2%	1.9µM*	-1%	-7%

No.	EPAC1 antag	IL2 activator	PI5P4Ka inh	PTHR1 ag
37	-5%	-0.6	5	-13%
38	-30%	0.0	-90*	i
39	-9%	1.1	0	-15%
40	6%	-0.6	2	i
41	4%	0.6	1	0%
42	13%	-4.3	-1	-2%
43	-24%	-0.9	10	-10%
44	-9%	-0.9	24	-23%
45	7%	-0.6	13	i
46	10%	-0.5	?	-10%[57.5 µM]
